PERK inhibitor – inhibitors of human PERK kinase; Q9NZJ5; AID 1416; hit rate 0.17% among 220,000; inhibition, % at 5.6 µM; CHO PERK-DD fusion, SEAP luminescence translation reporter;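 active = inhibition above the mean inhibition of all tested compounds plus 3 SD, set separately per screening campaign, cut at about 2.9% in these data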;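 also: PERK kinase domain activated by AP20187 dimerizer at 100 nM; 0% = DMSO with dimerizer and 100% = rapamycin at 8.4 µM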
Ba/F3 V617F tox – loss of viability in JAK2V617F-driven Ba/F3 cells. hit rate 1.1% among 220,000. inhibition, % at 5.6 µM. Ba/F3 EpoR-JAK2V617F viability, ATP luminescence;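 active = inhibition above the campaign mean plus 3 SD over all tested compounds, cut at about 24% in these data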;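 also: cytokine-independent growth of Ba/F3 cells driven by EpoR plus mutant JAK2; 0% = DMSO-treated cells and 100% = JAK inhibitor I control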
BaF3 tox – reduces parental Ba/F3 cell viability, JAK2V617F counter-screen | CellTiter-Glo ATP luminescence | hit rate 1.1% among 220,000 | inhibition, % at 5.6 µM;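 active = inhibition above a per-campaign cutoff, the mean inhibition of all tested compounds plus 3 SD, cut at about 27% in these data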;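 also: 0% = DMSO wells and 100% = JAK Inhibitor I control wells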
S1P4 antagonist – antagonists of human S1P4 receptor; O95977; S1P4-expressing cells, antagonist mode, reporter read-out; inhibition, % at 4.98 µM; hit rate 0.26% among 220,000; AID 1510; in the data active = inhibition above about 29%;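 also: 0% = wells stimulated with agonist and 100% = vehicle wells without agonist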
Mdm2 ligase inh – Mdm2 E3 ligase (human) inhibition; cell-based MDM2 ubiquitination luciferase reporter, 2 h; 0 = plate control, 100 = twice control, blank-subtracted; Q00987; hit rate 0.11% among 210,000; signal enhancement, % at 5 µM;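 active = signal enhancement of 30% or more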;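 also: luminescence tracks abundance of the self-degrading MDM2-luciferase fusion protein; higher signal means inhibition of MDM2 E3 ligase activity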
Target sequence (Q00987 whole entry, looked up, the tested form may be a part): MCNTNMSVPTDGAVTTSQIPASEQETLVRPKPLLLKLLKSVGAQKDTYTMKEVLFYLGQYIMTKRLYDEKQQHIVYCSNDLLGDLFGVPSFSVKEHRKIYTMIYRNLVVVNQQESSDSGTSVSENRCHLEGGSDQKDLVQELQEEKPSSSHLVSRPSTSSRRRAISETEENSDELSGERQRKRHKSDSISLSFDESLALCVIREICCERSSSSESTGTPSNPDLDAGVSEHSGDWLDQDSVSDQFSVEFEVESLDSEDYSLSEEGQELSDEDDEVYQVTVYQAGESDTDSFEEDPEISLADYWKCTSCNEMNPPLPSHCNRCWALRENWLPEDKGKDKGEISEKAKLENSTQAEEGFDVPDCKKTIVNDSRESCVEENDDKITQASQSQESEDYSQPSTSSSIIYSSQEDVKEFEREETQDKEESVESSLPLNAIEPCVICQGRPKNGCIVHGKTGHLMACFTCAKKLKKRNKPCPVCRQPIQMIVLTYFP
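Test system: mammalian cells stably expressing self-ubiquitinating, self-degrading MDM2 E3–luciferase fusion; Amount: 2000 cells in each well; Medium: DMEM; Schedule: 4 h settle plus 2 h compound, 37 °C; Technique: SteadyLite luciferase luminescence after 15 min room-temperature reagent incubation; Benchmarks: plate control and blank wells.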
eIF4E-4G inh – blocks eIF4E binding to eIF4G | hit rate 0.37% among 220,000 | P63073+Q04637 | AID 782 | inhibition, % at 21.7 µM | TR-FRET eIF4E-eIF4GI(517-606) binding, 2 h;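 active = inhibition above about 30%, limit read from the data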;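 also: 0% = full FRET control wells and 100% = background wells lacking eIF4GI fragment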
Wee1 stabilizer – blocks degradation of human Wee1 kinase | P30291 | HeLa Luc-Wee1K328M stability, luciferase luminescence; 100% = proteasome inhibitor MG132 effect | reporter increase, % at 5 µM | hit rate 1.2% among 220,000;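 active = activation above the mean of all tested compounds plus 3 SD, set per screening run, cut at about 8.8% in these data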;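 also: cells exposed to compound for 20 h before luminescence read; 0% = DMSO alone and 100% = MG132 at 30 µM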
NPY-Y2 PAM-ag – potentiators or agonists of human neuropeptide Y receptor Y2. cells expressing NPY-Y2, potentiator/agonist read-out. hit rate 0.45% among 220,000. AID 1359. activation, % at 3.6 µM. P49146; in the data active = activation above about 27%;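 also: cells stimulated with NPY near EC25 plus isoproterenol at EC100; 0% = vehicle plus submaximal agonist and 100% = vehicle plus saturating agonist; some results beyond the cut were filed as inactive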
Target sequence (P49146 whole entry, looked up): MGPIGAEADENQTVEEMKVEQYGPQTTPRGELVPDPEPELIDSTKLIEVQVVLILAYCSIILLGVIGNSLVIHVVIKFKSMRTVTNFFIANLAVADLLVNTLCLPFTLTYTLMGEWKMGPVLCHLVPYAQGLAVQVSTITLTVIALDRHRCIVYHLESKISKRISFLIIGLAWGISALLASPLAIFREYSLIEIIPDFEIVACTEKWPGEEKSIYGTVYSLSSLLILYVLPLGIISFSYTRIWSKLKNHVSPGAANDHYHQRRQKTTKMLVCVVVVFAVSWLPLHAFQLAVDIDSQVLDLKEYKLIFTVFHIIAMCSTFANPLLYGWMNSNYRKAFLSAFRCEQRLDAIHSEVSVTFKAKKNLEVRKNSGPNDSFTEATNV
S1P4 ag – human S1P4 receptor agonism | AID 1509 | O95977 | S1P4-expressing cell line, agonist reporter assay | activation, % at 4.98 µM | hit rate 0.35% among 220,000; in the data active = activation above about 11%;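 also: 0% = DMSO vehicle and 100% = reference agonist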
Active calls of the source: *; . = not tested or not shown; [ ] = dose if it differs, or a comment.

#1 CN1CCN(CCNC(=O)Nc2ccccc2C(F)(F)F)CC1
#2 O=C(c1ccc2c(c1)OCO2)C1CCCN(C2CCN(CCc3ccccc3)CC2)C1 (centres undefined)
#3 NNC(=O)c1ccc(Cl)cc1Cl
#4 CC(=O)Nc1ccccc1-c1nc2ccc(C(=O)N3CCN(c4cc(C)ccc4C)CC3)cc2[nH]c1=O
#5 Cc1nc(N)sc1Cc1ccc2c(c1)OCO2
#6 O=C(Nc1ccccc1)Nc1nnc(-c2cccs2)s1
#7 CCOc1ccccc1NC(=O)CSc1nnc(-c2cnccn2)n1CC
#8 O=C(CSc1nc2cc(Cl)c(Cl)cc2[nH]1)c1ccc2c(c1)OCO2
#9 O=C(O)COc1ccc(Oc2ccccc2)cc1
#10 CCc1ccc(C2CC(c3ccccc3)Nc3nc(N)nn32)cc1 (centres undefined)

entry no.,1,2,3,4,5,6,7,8,9,10
PERK inhibitor,1.1,-1.3,0.2,0.4,1.0,0.6,-0.3,0.5,0.1,0.2
Ba/F3 V617F tox,1,4,3,0,-2,-1,2,1,2,1
BaF3 tox,4,5,5,4,0,3,6,0,-1,1
S1P4 antagonist,-17,-2,-20,-37,6,-13,-7,6,-4,3
Mdm2 ligase inh,-12,-8,-9,-13,-13,3,-10,-12,3,-10
eIF4E-4G inh,-2[fluorescence artefact?],3,7[fluorescence artefact?],1,3,4[fluorescence artefact?],0[fluorescence artefact?],2,-2,3
Wee1 stabilizer,3,1,-3,-1,2,-1,-1,1,-2,-3
NPY-Y2 PAM-ag,4,-30,-11,-8,5,-10,-2,2,0,0
S1P4 ag,1.4,-0.8,-0.6,-0.6,1.0,0.8,-2.2,0.6,-1.3,-1.3

#11 Fc1cccc(/C=N/Nc2ncnc3nc[nH]c23)c1
#12 CCCNC(=O)c1cnc(Sc2ncc(C(F)(F)F)cc2Cl)n1C
#13 NC(=O)c1ccc(C(F)(F)F)n(Cc2c(Cl)cccc2Cl)c1=O
#14 NS(=O)(=O)c1cnccc1Nc1ccc(Cl)c(Cl)c1
#15 CCCOc1cccc(OCC(=O)Nc2nc3ccccc3[nH]2)c1
#16 O=C(c1ccco1)N1CCN(S(=O)(=O)c2ccc(S(=O)(=O)NC3CCCCC3)cc2)CC1
#17 CC(C)(C)S(=O)(=O)c1ccc(S(=O)(=O)C(C)(C)C)s1
#18 O=C(NCc1ccccc1)N1CCN(c2ccc(F)cc2)CC1
#19 Cc1sc2nc(CSc3ccccc3)nc(NCCN(C)C)c2c1C
#20 O=C(NN1C(=O)C2C(c3ccccc3)C=CC(c3ccccc3)C2C1=O)c1ccccc1 (centres undefined)

entry no.,11,12,13,14,15,16,17,18,19,20
PERK inhibitor,0.8,-1.3,0.1,0.5,0.2,-0.3,-0.2,-0.1,-0.8,-0.6
Ba/F3 V617F tox,1,2,3,-6,1,-5,-4,-2,0,0
BaF3 tox,9,3,5,1,7,0,2,3,6,7
S1P4 antagonist,-3,-12,3,0,-1,4,-24,-5,-22,-8
Mdm2 ligase inh,.,4,-11,-4,14,-4,8,0,-4,-1
eIF4E-4G inh,2[fluorescence artefact?],1[fluorescence artefact?],8,-1,2,2,2,-1,2,3
Wee1 stabilizer,-1,-1,-3,1,4,0,-1,0,-4,3
NPY-Y2 PAM-ag,3,1,-27,8,3,-3,2,13,-4,6
S1P4 ag,-2.2,1.5,-0.7,1.6,-0.1,-1.9,3.0,0.2,0.8,2.0

#21 Cc1cc(C)c2cc(CN(CCO)C(=O)Nc3ccc(Cl)cc3)c(=O)[nH]c2c1
#22 O=C1c2ccccc2C2=Nc3ccccc3SC(c3ccc(Cl)cc3)C12 (centres undefined)
#23 CCOC(=O)N1CCC(NC(=O)c2ccc3nc(N4CCOCC4)sc3c2)CC1
#24 Cn1c(N2CCCC2)nc2c1c(=O)n(Cc1ccc(Cl)cc1)c(=O)n2C
#25 COC(=O)c1ccc(SC2CCCCC2)c([N+](=O)[O-])c1
#26 CNc1ncc(-c2nnnn2-c2ccccc2)c(-c2ccccc2)n1
#27 C=CCN(CCNP(=O)(OCC)OCC)CP(=O)(OCC)OCC
#28 CC(NC(=O)c1cccs1)C(c1cccs1)N1CCN(Cc2ccccc2)CC1 (centres undefined)
#29 Cc1ccc(CN2C3=NC(=O)CN3c3ccccc32)cc1
#30 CCCCn1nnc(NC(=O)COc2cc(C)ccc2C(C)C)n1

entry no.,21,22,23,24,25,26,27,28,29,30
PERK inhibitor,0.1,-0.7,0.4,-0.7,-1.4,0.6,0.5,-0.7,0.6,-1.4
Ba/F3 V617F tox,0,-2,-1,1,0,0,-3,7,-2,3
BaF3 tox,4,3,0,6,6,-3,5,10,0,4
S1P4 antagonist,-4,0,-23,0,-2,-7,-4,-10,-14,-1
Mdm2 ligase inh,-4,.,.,-11,-9,6,13,-46,-18,-88
eIF4E-4G inh,3,0,2,7,-2,1,12,-4[fluorescence artefact?],6[fluorescence artefact?],2
Wee1 stabilizer,3,4,-3,0,0,0,1,4,0,-1
NPY-Y2 PAM-ag,6,19,-15,-18,-8,6,0,-22,8,-15
S1P4 ag,-1.6,-0.1,0.1,0.3,-0.3,0.3,1.3,-0.4,0.7,0.8

#31 O=C1CCCC2=C1C(c1cccc(O)c1)c1c(ccc3ncccc13)N2 (centres undefined)
#32 Cn1nc(-c2ccccc2)c(N2CCCCC2)cc1=O
#33 CCN(CC)S(=O)(=O)c1cccc(NC(=O)COc2ccc(Cl)cc2Br)c1
#34 COc1cc(OC)c(OC)cc1CN1CCCC(C(=O)c2ccc3c(c2)OCO3)C1 (centres undefined)
#35 CCN(CC)C(=O)Cn1c(=O)oc2ccccc21
#36 CC1CCN(S(=O)(=O)N2CCC(C(=O)NCc3ccc4c(c3)OCO4)CC2)CC1
#37 O=C(O)c1ccc(NCc2ccc(Br)cc2)cc1
#38 CN1C=CC=C/C1=C1/SC(=S)N(Cc2ccccc2)C1=O
#39 CCO[C@@H]1OC(C(=O)N2CCCCCCC2)=C[C@H](c2ccc3c(c2)OCO3)[C@H]1CCCO
#40 Nc1nc(-c2ccccc2)c(N=Nc2cccc3ccccc23)s1

entry no.,31,32,33,34,35,36,37,38,39,40
PERK inhibitor,-0.6,0.0,0.3,0.3,2.1,-0.1,0.7,1.1,0.3,0.7
Ba/F3 V617F tox,7,-4,0,5,-2,-2,-2,0,-1,0
BaF3 tox,4,-2,6,4,2,2,3,7,0,5
S1P4 antagonist,-25,-11,-1,3,-9,2,0,9,18,13
Mdm2 ligase inh,-8,-7,-24,-17,-8,4,-14,3,.,-3
eIF4E-4G inh,1,1,-2,2,-1,-5,-1,12,2,8
Wee1 stabilizer,0,-2,3,-1,1,1,-2,1,1,1
NPY-Y2 PAM-ag,-12,0,-6,-12,-2,-10,8,17,-6,97*
S1P4 ag,0.6,0.8,1.6,-1.7,2.0,2.2,0.4,-0.7,-1.1,1.1

#41 Nc1nccc(-c2nn(-c3ccc(Cl)cc3)ccc2=O)n1
#42 CC(=O)Nc1ccc(N(C(=O)c2cnccn2)C(C(=O)NC2CCCCC2)c2ccc(O)cc2)cc1 (centres undefined)
#43 CCOC(=O)Cn1nc(/C=C/c2ccccc2)ccc1=O
#44 COc1ccc(/C=C/C2=CC(C)(C)NC(=S)N2)c(OC)c1
#45 COc1ccc2[nH]c(=O)c(-c3nnn(-c4ccccc4)n3)cc2c1
#46 COc1cc(C(=O)Nc2ccc(N(C)C)cc2)c([N+](=O)[O-])cc1OC
#47 CCOC(=O)C1=C(CC)OC(N)=C(C#N)C1c1ccsc1 (centres undefined)
#48 CC(C)OC(=O)CC1C(=O)NCCN1C(=S)NC(=O)CCc1ccccc1 (centres undefined)
#49 Nc1cc(C(F)(F)F)cc([N+](=O)[O-])c1N
#50 COC(=O)/C=c1/s/c(=C(/C#N)C(=O)N2CCCCC2)n(-c2ccccc2)c1=O

entry no.,41,42,43,44,45,46,47,48,49,50
PERK inhibitor,0.2,0.8,1.1,0.7,0.3,0.2,-0.4,1.1,0.2,-0.2
Ba/F3 V617F tox,-5,0,-1,-3,2,4,1,3,2,1
BaF3 tox,0,4,5,0,-1,5,2,6,13,2
S1P4 antagonist,-3,-13,-10,1,8,-22,-1,9,-9,-13
Mdm2 ligase inh,-5,-11,-19,-8,.,.,-3,-18,-20,-12
eIF4E-4G inh,1,.,2,6,-1,12,3[fluorescence artefact?],0,-1,4
Wee1 stabilizer,-1,0,3,1,2,-2,1,2,-3,0
NPY-Y2 PAM-ag,4,-21,2,9,-16,-2,-2,6,8,1
S1P4 ag,-1.1,-1.9,0.3,-0.5,0.4,-1.5,1.3,-0.5,-0.4,0.2

#51 CCOC(=O)c1cnc(SCc2nc(N)nc(Nc3ccccc3)n2)nc1N
#52 Cc1ccc(C(=O)NC2(C(F)(F)F)N=C3SCCN3C2=O)cc1 (centres undefined)
#53 COC(=O)C1=C(N)Oc2cc(C)n(Cc3ccco3)c(=O)c2C1c1cccc(Cl)c1 (centres undefined)
#54 C=CCSc1ncc(C#N)c(N)n1
#55 COc1ccc(C2/C(=C(\O)c3ccc4c(c3)OCCO4)C(=O)C(=O)N2Cc2ccco2)c(OC)c1 (centres undefined)
#56 O=c1c2ccccc2[nH]c(=S)n1CCc1ccccc1
#57 Cc1ccc(-c2cc(C(F)F)n3ncc(C(=O)N4CCN(c5ccccn5)CC4)c3n2)cc1
#58 CCOC(=O)CC(NC(=O)CCc1c(C)nc2nc(C)nn2c1C)c1ccc(C)cc1 (centres undefined)
#59 COc1cc(-c2nc(-c3ccccc3)c(-c3cccs3)[nH]2)cc(OC)c1OC
#60 O=C(CC1(O)C(=O)Nc2ccc(Br)cc21)c1ccc2c(c1)OCO2 (centres undefined)
#61 CCOc1cccc(C(=O)Nc2cccnc2)c1

entry no.,51,52,53,54,55,56,57,58,59,60,61
PERK inhibitor,-0.9,0.2,-1.1,0.5,0.1,1.1,-1.5,0.0,-1.2,0.2,1.3
Ba/F3 V617F tox,-3,-2,-3,-4,-2,-4,-1,-1,0,-1,-2
BaF3 tox,3,4,3,3,4,2,5,3,6,2,3
S1P4 antagonist,-19,8,2,-18,-7,-1,-6,-22,-3,-8,-7
Mdm2 ligase inh,-4,-40,-11,.,3,5,-9,-11,-12,-5,-9
eIF4E-4G inh,-14,10[fluorescence artefact?],6,-1,1,20,1[fluorescence artefact?],-2,-21[fluorescence artefact?],5[fluorescence artefact?],-10
Wee1 stabilizer,-1,-1,3,-3,0,1,1,0,5,-1,2
NPY-Y2 PAM-ag,4,3,-13,-1,-9,13,-7,7,12,2,-10
S1P4 ag,0.5,1.3,-4.0,3.3,-0.7,0.9,0.3,1.3,-3.1,0.3,0.6

Part of the list above in order of molar mass, high to low:
#4 CC(=O)Nc1ccccc1-c1nc2ccc(C(=O)N3CCN(c4cc(C)ccc4C)CC3)cc2[nH]c1=O
#12 CCCNC(=O)c1cnc(Sc2ncc(C(F)(F)F)cc2Cl)n1C
#14 NS(=O)(=O)c1cnccc1Nc1ccc(Cl)c(Cl)c1

entry no.,4,12,14
PERK inhibitor,0.4,-1.3,0.5
Ba/F3 V617F tox,0,2,-6
BaF3 tox,4,3,1
S1P4 antagonist,-37,-12,0
Mdm2 ligase inh,-13,4,-4
eIF4E-4G inh,1,1[fluorescence artefact?],-1
Wee1 stabilizer,-1,-1,1
NPY-Y2 PAM-ag,-8,1,8
S1P4 ag,-0.6,1.5,1.6

Assay outcomes from PubChem BioAssay.

Compounds were not picked by outcome, and some 4.1% of all compounds hit somewhere here.
